Mtb FBA inh: Mtb FBA enzyme inhibitors, primary screen, biochemical, fluorescence, strain H37Rv; Fructose-bisphosphate aldolase (Mycobacterium tuberculosis (strain ATCC 25618 / H37Rv)), …; purified M. tuberculosis FBA, fluorescence read-out; inhibition, % at 1 µM; actives 2.3% (n = 360,000); in the data active = inhibition above about 27%;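 note: 0% = vehicle and 100% = reference inhibitor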
Target sequence (P9WQA3 whole entry, looked up): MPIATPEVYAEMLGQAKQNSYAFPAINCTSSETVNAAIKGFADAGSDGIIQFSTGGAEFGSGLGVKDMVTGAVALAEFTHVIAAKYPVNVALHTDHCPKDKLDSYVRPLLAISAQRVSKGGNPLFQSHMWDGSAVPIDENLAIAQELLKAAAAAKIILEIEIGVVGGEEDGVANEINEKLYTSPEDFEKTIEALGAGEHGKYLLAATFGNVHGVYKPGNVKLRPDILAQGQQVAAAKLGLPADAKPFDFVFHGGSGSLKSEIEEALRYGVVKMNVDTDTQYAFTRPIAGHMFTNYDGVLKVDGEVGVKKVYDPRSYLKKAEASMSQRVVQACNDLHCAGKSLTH
SSB-PriA inh: inhibitors of Klebsiella pneumoniae PriA binding to SSB C-terminal tail, primary screen, biochemical, AlphaScreen; AID 1272365, 2023; inhibition, % at 33 µM; actives 0.6% (n = 430,000); AlphaScreen SSBct-PriA binding, biotinylated peptide; in the data active = inhibition mostly above about 37%, no sharp cut-off; inactive = mostly below about 20%;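 note: plate controls were negative control peptide for no effect and reference peptide for full effect; strong numbers were not always called active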
Mtb BioA inh: M. tuberculosis BioA enzyme inhibitors, primary screen, biochemical, plate reader, single point, HTS; 7,8-diaminopelargonic acid synthase BioA (Mycobacterium tuberculosis); purified M. tuberculosis BioA enzyme; inhibition, % at 9.99 µM; actives 0.096% (n = 360,000); AID 602481, 2012; in the data active = inhibition above about 40%
Rv3671c protease: Rv3671c serine protease inhibitors, primary screen, biochemical, fluorescence polarization, M. tuberculosis H37Rv; P9WHR9; inhibition, % at 5.96 µM; actives 0.048% (n = 320,000); in the data active = inhibition above about 38%;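 note: extracellular domain of Rv3671c used as enzyme; 0% = enzyme with DMSO and 100% = no enzyme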
Target sequence (P9WHR9 whole entry, looked up, the tested form may be a part): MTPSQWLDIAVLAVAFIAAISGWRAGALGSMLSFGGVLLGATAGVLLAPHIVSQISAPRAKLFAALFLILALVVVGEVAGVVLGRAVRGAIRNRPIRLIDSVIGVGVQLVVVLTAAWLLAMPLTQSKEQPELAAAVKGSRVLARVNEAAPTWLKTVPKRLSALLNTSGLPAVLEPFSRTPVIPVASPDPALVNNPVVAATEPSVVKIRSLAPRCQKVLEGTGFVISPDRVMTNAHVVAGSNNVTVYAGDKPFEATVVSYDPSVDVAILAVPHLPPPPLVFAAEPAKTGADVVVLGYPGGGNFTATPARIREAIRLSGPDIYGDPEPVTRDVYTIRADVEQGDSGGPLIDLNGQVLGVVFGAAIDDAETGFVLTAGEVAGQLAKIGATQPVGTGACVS
BH1578 lux ind: inducers of Vibrio cholerae quorum light production without autoinducers, primary screen, BH1578 luxS cqsA deficient, single point | activation, % at 18.7 µM | actives 0.16% (n = 350,000) | AID 588436, 2011 | V. cholerae BH1578 lux reporter, luminescence, 6 h; in the data active = activation mostly above about 9.7%, no sharp cut-off; note: not every result past the cut was called active; inactives centre near 0; reference of the scale not given here
GDH-TPI counter: GDH-TPI coupling enzyme inhibitors, primary screen, artefact control for M. tuberculosis FBA inhibitor project, biochemical, absorbance, full deck; GDH-TPI coupled enzyme counterscreen, NADH absorbance; inhibition, % at 4.8 µM; actives 1.2% (n = 360,000); AID 588335, 2011; in the data active = inhibition above about 30%;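 note: 0% = DMSO wells and 100% = wells lacking the enzyme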
UGM FP inh: M. tuberculosis UGM enzyme inhibitors, primary screen, biochemical, fluorescence polarization, single point. inhibition, % at 10 µM. purified UGM, fluorescence polarization probe displacement. actives 0.06% (n = 320,000); in the data active = inhibition above about 10%, passing the limit was not always enough
MazF activator: activators of E. coli MazEF toxin-antitoxin RNase, primary screen, biochemical, fluorescence, uHTS. FAM/BHQ RNA-DNA oligo cleavage fluorescence, 5 h. activation, % at 20 µM. actives 0.32% (n = 350,000). AID 504720, 2011; in the data active = activation above about 50%
SARS 3CLpro inh: SARS-CoV 3CLpro protease inhibitors, primary screen, biochemical, quenched FRET. AID 1706, 2009. inhibition, % at 6 µM. Replicase polyprotein 1ab (Severe acute respiratory syndrome coronavirus), P0C6X7. recombinant SARS-CoV 3CLpro, quenched FRET peptide cleavage. actives 0.14% (n = 290,000); in the data active = inhibition above about 12%
DUSP3 inh: VHR1 phosphatase inhibitors, primary screen, biochemical, absorbance, uHTS; Dual specificity protein phosphatase 3 (Homo sapiens), P51452; recombinant VHR phosphatase, pNPP absorbance; inhibition, % at 13.3 µM; actives 0.52% (n = 290,000); AID 1654, 2009; in the data active = inhibition above about 50%; note: some compounds called inactive have numbers as strong as hits
Target sequence (P51452 whole entry, looked up): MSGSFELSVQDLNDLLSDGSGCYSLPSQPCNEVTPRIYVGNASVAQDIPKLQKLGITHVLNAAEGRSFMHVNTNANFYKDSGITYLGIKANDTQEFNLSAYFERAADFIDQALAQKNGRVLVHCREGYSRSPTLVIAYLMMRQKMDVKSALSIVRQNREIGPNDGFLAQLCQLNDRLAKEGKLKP
The depositor's hits bear a star; i = inactive; nt = not tested or not shown.

#	compound	Mtb FBA inh	SSB-PriA inh	Mtb BioA inh	Rv3671c protease	BH1578 lux ind
1	COCc1nnc(NC(=O)CSc2ccccc2)s1	4	-4	nt	1	-11
2	CCOC(=O)c1cc2c(c(-c3ccccc3)n1)[C@H](CCO)N(S(=O)(=O)C(C)(C)C)C2	3	-9	1.1	nt	i
3	CCOC(=O)N1CC(C)N(C(=S)Nc2ccccc2)CC1C (centres undefined)	-4	-9	-1.2	nt	-1.0
4	Cn1c(N)c(C(=O)COC(=O)Cc2ccc(Cl)cc2)c(=O)n(C)c1=O	-1	2	0.2	nt	i
5	Cc1cc(C)nc(SCC(=O)Nc2nccs2)n1	0	-2	-1.1	8	-0.2
6	NS(=O)(=O)c1cccc(NC(=O)CCC(=O)c2cccs2)c1	1	-12	-1.3	-7	i
7	O=C(CSc1nnc(CNC(=O)c2c(F)cccc2Cl)o1)NC1CCCC1	2	2	-1.6	1	-0.3
8	CC1(C)NC(=O)N(CC(=O)N2CCC(Cc3ccccc3)CC2)C1=O	-1	-1	-0.4	-3	1.4
9	Cc1nc2ccccn2c1/C(O)=C1\C(=O)C(=O)N(CCN2CCOCC2)C1c1cccnc1 (centres undefined)	10	nt	1.6	12	-2.4
10	O=C(NCCc1ccccc1)C1CCC(CNS(=O)(=O)c2cccs2)CC1 (centres undefined)	-1	-8	nt	10	i
11	Cc1ccc2nc(SCC(=O)Nc3ccc4c(c3)CCC4)[nH]c2c1	-1	-14	-1.0	4	-1.2
12	Cc1ccc(Cn2nc(C(=O)Nc3ccc(Br)cc3)cc2C)cc1	0	-3	-2.1	-18	-1.5
13	O=C(Cn1c2ccccc2c2nc3n(c(=O)c21)CCS3)N1CCCC1	9	-2	-0.3	0	-0.2
14	CN(C)c1nc(N)nc(CSc2nnnn2-c2ccc(C(=O)O)cc2)n1	2	-10	nt	2	-1.2
15	CCc1cccc(CC)c1NC(=O)/C(C#N)=C/c1ccccc1C(F)(F)F	1	9	-0.7	-15	0.7

#	GDH-TPI counter	UGM FP inh	MazF activator	SARS 3CLpro inh	DUSP3 inh
1	-14	0.8	-2	1	-28
2	7	nt	2	nt	nt
3	-5	nt	0	nt	nt
4	4	nt	0	nt	nt
5	1	1.8	5	7	26
6	-1	-2.0	2	4	nt
7	1	0.5	-6	-2	10
8	5	2.9	4	-3	-9
9	-2	0.9	5	-3	35
10	-6	0.2	-9	2	8
11	6	0.7	-8	7	4
12	12	1.8	3	1	0
13	-1	1.5	11	-5	77
14	15	-1.8	0	4	13
15	-2	0.4	-3	0	19

Single records, as listed above. Screens in order: Mtb FBA inh | SSB-PriA inh | Mtb BioA inh | Rv3671c protease | BH1578 lux ind | GDH-TPI counter | UGM FP inh | MazF activator | SARS 3CLpro inh | DUSP3 inh
Listed for O=C(Cn1c2ccccc2c2nc3n(c(=O)c21)CCS3)N1CCCC1 = 9 | -2 | -0.3 | 0 | -0.2 | -1 | 1.5 | 11 | -5 | 77
Listed for CC1(C)NC(=O)N(CC(=O)N2CCC(Cc3ccccc3)CC2)C1=O = -1 | -1 | -0.4 | -3 | 1.4 | 5 | 2.9 | 4 | -3 | -9
Listed for CN(C)c1nc(N)nc(CSc2nnnn2-c2ccc(C(=O)O)cc2)n1 = 2 | -10 | nt | 2 | -1.2 | 15 | -1.8 | 0 | 4 | 13
Listed for Cc1ccc2nc(SCC(=O)Nc3ccc4c(c3)CCC4)[nH]c2c1 = -1 | -14 | -1.0 | 4 | -1.2 | 6 | 0.7 | -8 | 7 | 4
Listed for NS(=O)(=O)c1cccc(NC(=O)CCC(=O)c2cccs2)c1 = 1 | -12 | -1.3 | -7 | i | -1 | -2.0 | 2 | 4 | nt

Going on with the list:
#	compound	Mtb FBA inh	SSB-PriA inh	Mtb BioA inh	Rv3671c protease	BH1578 lux ind
16	COCCOc1ccc(C(F)(F)F)cc1NC(=O)c1ccc(C(F)(F)F)cc1	-2	-18	-1.5	-7	i
17	CC1(CSc2ccccc2)CC(=O)N1 (centres undefined)	-3	nt	2.2	nt	i
18	CCC(C(=O)N1CCN(c2ncccn2)CC1)c1ccccc1 (centres undefined)	3	1	nt	-5	-0.4
19	CSc1ccccc1NC(=O)CN(C)C(=O)C(C)SCc1nc2sc(C)c(C)c2c(=O)[nH]1 (centres undefined)	-2	2	-1.1	nt	-2.7
20	Fc1ccc(-c2nc3n(n2)Cc2ccccc2-3)cc1	2	-18	-1.5	-2	i
21	O=C(CSc1ccccn1)Nc1nncs1	5	-7	-0.4	-1	-1.2
22	Cc1occc1C(=O)Nc1cccc([N+](=O)[O-])c1	-4	5	nt	-1	-2.1
23	COc1ccccc1CNC(=O)[C@@H]1CCCN1C(=O)[C@@H]1Cc2ccccc2CN1C(=O)OC(C)(C)C	5	-11	nt	-4	0.2
24	Cc1ccc(C(=O)Nc2ccccc2C(=O)N2CCOCC2)cc1[N+](=O)[O-]	5	0	nt	-7	-0.3
25	Cc1nc2ccccc2nc1OCC(=O)N1CCN(c2ccccc2)CC1	3	-7	1.7	8	-0.2
26	CCOC(=O)C1C(C(=O)OCC)C1(c1ccccc1)c1ccccc1 (centres undefined)	5	-4	nt	-7	-0.2
27	Cc1cc(C(=O)COc2ccc([N+](=O)[O-])cc2)c(C)n1C1CC1	0	-4	6.5	-2	i
28	CCC(NC(=O)Nc1ncccc1C)(C(F)(F)F)C(F)(F)F	1	-13	-1.3	-5	i
29	O=C(COc1ccc(Cl)cc1Cl)NNC(=O)c1cccnc1	-1	-13	0.4	4	1.8
30	Cc1ccccc1[C@@]1(C)ON(c2ccccc2C(F)(F)F)C1=O	0	-5	-0.6	6	0.9

#	GDH-TPI counter	UGM FP inh	MazF activator	SARS 3CLpro inh	DUSP3 inh
16	8	-1.1	4	0	5
17	2	nt	3	nt	nt
18	-4	0.2	7	-6	9
19	-1	nt	8	nt	nt
20	0	-1.9	0	0	-4
21	-1	-0.9	-5	3	12
22	11	-1.1	0	1	10
23	-4	-0.9	2	-4	21
24	1	1.0	3	-3	-5
25	19	-1.8	-6	-1	32
26	-5	-2.8	-1	5	-2
27	9	1.8	13	-1	-2
28	-6	-0.8	2	2	21
29	-11	2.7	3	1	47
30	-2	1.1	4	nt	nt

Following part
#	compound	Mtb FBA inh	SSB-PriA inh	Mtb BioA inh	Rv3671c protease	BH1578 lux ind
31	C[C@@H]1NC(=O)[C@H](CCC(=O)O)NC(=O)c2cc([N+](=O)[O-])cc(F)c2NCCC[C@@H](C(N)=O)NC1=O	1	-13	0.3	-5	0.1
32	COc1cccc(NC(=O)C2(C)CCN2CCc2ccccc2)c1 (centres undefined)	-3	nt	-1.2	nt	3.3
33	CC(C)C(=O)Nc1nc2c(ncn2C2CC(O)C(CO)O2)c(=O)[nH]1 (centres undefined)	3	-4	1.1	6	i
34	O=C(Cc1c[nH]c2ccccc12)N/N=C/c1ccccc1O	-3	nt	nt	3	-0.5
35	CCc1nc2ccccc2n(CCOCCOCCn2c(=O)c(CC)nc3ccccc32)c1=O	5	-9	-1.1	1	-0.7
36	O=C(Nc1ccccc1)N1CCN(c2nc(-c3ccccc3)ns2)CC1	0	-8	nt	-4	-0.6
37	NC(=S)N/N=C/c1coc2ccc(Cl)cc2c1=O	-1	nt	nt	23	-0.6
38	C/C(=N\NC(=S)Nc1cccc(C)c1)c1cccc(N)c1	3	nt	-1.1	6	-0.4
39	COc1ccc(-c2ccccc2)cc1NC(=O)[C@@H]1O[C@H](CO)[C@H](O)[C@H](O)[C@H]1O	3	nt	0.2	nt	0.4
40	Cn1c(=O)oc2cc(S(=O)(=O)N3CCC(N4CCCCC4)CC3)ccc21	1	-5	-1.3	2	-0.1
41	CCC(CC)C(=O)Oc1c(C(=O)N(C)C)cccc1-c1ccccc1	0	-3	nt	nt	nt
42	CN(c1ccccc1)S(=O)(=O)c1ccc(C(=O)NCC2CCCO2)cc1 (centres undefined)	-1	-2	0.5	4	i
43	COc1ccccc1N=Nc1nc(-c2ccccc2)c(-c2ccccc2)[nH]1	-18	79	nt	-10	-0.3
44	O=C(CCCNS(=O)(=O)c1cccs1)N1CCN(c2ccc(F)cc2)CC1	-1	4	2.0	-12	i
45	N#Cc1ccccc1S(=O)(=O)N1CCN(c2cnccn2)CC1	7	-7	nt	1	-0.4

#	GDH-TPI counter	UGM FP inh	MazF activator	SARS 3CLpro inh	DUSP3 inh
31	17	1.4	5	3	-4
32	9	nt	nt	nt	nt
33	8	-1.7	14	4	23
34	-5	-0.4	6	-7	3
35	16	-4.1	2	-4	-17
36	2	0.8	3	2	0
37	3	3.4	-4	2	10
38	11	-0.4	11	5	37
39	-9	nt	nt	nt	nt
40	-14	0.5	4	2	16
41	0	nt	2	nt	nt
42	-2	-0.9	-1	2	-14
43	4	-0.8	-33	-2	8
44	1	0.5	1	-2	-4
45	-1	-1.0	2	3	26

Carrying on.
#	compound	Mtb FBA inh	SSB-PriA inh	Mtb BioA inh	Rv3671c protease	BH1578 lux ind
46	O=C(NNC(=O)c1cccnc1)Nc1cccc(Cl)c1Cl	-5	-2	1.4	8	0.2
47	COC(=O)[C@@]1(Cc2ccccc2)[C@H]2C(=O)N(Cc3ccccc3)C(=O)[C@H]2[C@H]2CN=C(SC)N21	-2	-7	-0.8	nt	-1.1
48	CC(C)c1ccc(/C=C2\C(=O)N(CCN3CCOCC3)C(=S)N2C)cc1	1	10	nt	0	0.4
49	Cc1cccc(NS(=O)(=O)c2ccc(C(=O)NCC3(N4CCCCC4)CCCCC3)cc2)c1C	3	1	-2.7	-5	-1.4
50	O=C(N/N=C/c1cn(-c2ccccc2)nc1-c1cccs1)c1ccc(Cl)cc1	5	nt	-0.4	-163	0.1

#	GDH-TPI counter	UGM FP inh	MazF activator	SARS 3CLpro inh	DUSP3 inh
46	-3	-4.5	0	1	22
47	5	nt	-1	nt	nt
48	12	-1.4	1	0	-15
49	3	7.1	5	nt	nt
50	28	-1.9	7	-7	1

Assay outcomes deposited in PubChem by several laboratories.

An excerpt; the hit share may differ from the screen's.
